Anesthetic bind – candidate novel general anesthetic via apoferritin binding; Potency, µM (series often up to 77.5 µM), without a hit: at the highest dose activity change, negative = displacement, hits mostly inhibitors; actives 0.074% (n = 350,000); AID 485281; apoferritin/1-aminoanthracene competitive binding, fluorescence; also: potency is read from the fitted curve at half-maximal effect; % is scaled to controls: 0 for no effect and ±100 for the full control effect; nearly all actives have a fitted effect of over 20% in size
Target sequence (P02791 2-175 limits assumed): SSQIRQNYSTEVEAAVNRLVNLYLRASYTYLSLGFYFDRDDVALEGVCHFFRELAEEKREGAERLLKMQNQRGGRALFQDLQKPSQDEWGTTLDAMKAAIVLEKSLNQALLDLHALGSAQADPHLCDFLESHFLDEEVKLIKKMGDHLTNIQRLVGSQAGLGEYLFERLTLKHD
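In PBS, apoferritin at 10 uM is loaded with 1-AMA from a 50% saturated solution. After 10 min of compound exposure at ambient temperature, reduced 535 nm fluorescence indicates probe displacement.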
D1 antag – human D1 dopamine receptor antagonism; P21728; HEK293 TREx D1 cells, calcium flux, dopamine EC80; hits give low values; activity change, negative = inhibition, % at 10 µM; actives 3.2% (n = 360,000); AID 504652; in the data active = activity change below about -30%; also: % is scaled to controls: 0 for no effect and ±100 for the full control effect
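Allosteric or orthosteric antagonism assessed as attenuation of the calcium response to EC80 dopamine, added 180 s after compound, in induced HEK293 Trex D1 cells loaded with no-wash calcium dye.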
RXFP1 antagonist – blocks the human relaxin receptor RXFP1. Q9HBX9. activity change, negative = inhibition, % at 57.5 µM. actives 0.59% (n = 350,000). HEK293-RXFP1, relaxin-stimulated cAMP HTRF, 30 min; hits give low values;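 active = activity change of -60% or lower, but not beyond a set lower limit; inconclusive = change between -60% and -40%, or beyond the set limit; inactive = change above -40%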; also: % is scaled to controls: 0 for no effect and ±100 for the full control effect
TRHR agonist – agonists of human TRH receptor; TRHR cells, calcium flux fluo-8, FDSS agonist mode; activation, % at 2 µM; actives 0.18% (n = 360,000); P34981; in the data active = activation above about 30%; also: 0% is about no effect
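In this calcium-flux screen, cells bearing human TRHR are dye-loaded with fluo-8, baselined for 10 cycles, then exposed to library compounds; positive kinetic calcium responses during the agonist phase mark hits, with TRH as control.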
D1 PAM – human D1 dopamine receptor positive modulation; P21728; HEK293 TREx D1 cells, calcium flux, dopamine EC20 potentiation; potentiation, % at 10 µM; actives 0.036% (n = 360,000); in the data active = potentiation above about 30%; also: 0% is about no effect
D2 PAM – D2 dopamine receptor (human) potentiation | P14416 | HEK293 T-REx D2, calcium flux, EC20 dopamine potentiation | potentiation, % at 10 µM | actives 0.34% (n = 340,000) | AID 485347;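 active = potentiation over 3 SD above the plate norm, cut at about 30% in these data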; also: 0% is about no effect
Target sequence (P14416 whole entry, looked up): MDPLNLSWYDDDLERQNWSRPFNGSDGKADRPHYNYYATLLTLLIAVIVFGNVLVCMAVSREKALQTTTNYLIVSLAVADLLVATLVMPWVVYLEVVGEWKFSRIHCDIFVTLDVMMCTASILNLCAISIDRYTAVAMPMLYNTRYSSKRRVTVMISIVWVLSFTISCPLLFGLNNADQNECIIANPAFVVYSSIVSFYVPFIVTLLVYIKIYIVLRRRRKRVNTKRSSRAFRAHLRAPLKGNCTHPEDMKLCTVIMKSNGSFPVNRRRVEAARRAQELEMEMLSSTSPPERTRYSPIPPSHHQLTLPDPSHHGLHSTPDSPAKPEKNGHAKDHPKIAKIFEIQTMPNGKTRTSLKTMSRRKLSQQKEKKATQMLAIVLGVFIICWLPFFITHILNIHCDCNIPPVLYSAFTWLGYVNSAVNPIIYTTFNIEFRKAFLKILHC
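Cells plated with tetracycline inducer and held overnight at 30 C; calcium dye loaded 30–90 min at room temperature; baseline taken, compound added and read 180 s; EC20 dopamine then added and read 180 s.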
D1 agonist – agonists of human D1 dopamine receptor; HEK293 T-REx D1 cells, calcium flux, agonist mode; activation, % at 2 µM; actives 1% (n = 360,000); AID 504660; in the data active = activation above about 30%; also: 0% is about no effect
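Inducible HEK293 T-REx D1 cells, force-coupled to calcium signalling, were plated at 4000 cells/well with tetracycline and held overnight at 30 C. After no-wash calcium dye loading, compound-evoked calcium rise over 180 s flagged agonists.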
TRHR PAM – allosterically enhances the human TRH receptor. TRHR cells, fluo-8 calcium fluorescence, EC20 TRH enhancement. enhancement, % at 2 µM. actives 0.66% (n = 360,000); in the data active = enhancement above about 30%; also: 0% is about no effect
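TRHR-expressing cells loaded with fluo-8 calcium dye were read kinetically (ex 480/em 530) during compound addition, then stimulated with an EC20 of TRH (10 nM final). Enhancement of the Gq-mediated intracellular calcium response was scored.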
RXFP1 ag – agonists of human relaxin receptor RXFP1. actives 0.3% (n = 370,000). HEK293T-RXFP1 cAMP TR-FRET, 30 min; response scale: percent of porcine relaxin response, buffer zero. Q9HBX9. AID 2676. Potency, µM (highest dose often 57.5 µM), for inactives: top-dose activation, most hits filed as activators; also: potency is read from the fitted curve at half-maximal effect; % is scaled to controls: 0 for no effect and ±100 for the full control effect; nearly all actives have a fitted effect of over 60% in size; many of its hits are not listed in these tables
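HEK293T cells stably expressing RXFP1 were pretreated with the PDE4 inhibitor Ro 20174, exposed to compounds for 30 min at 37C, lysed, and cAMP was read by TR-FRET. Data normalized to buffer (basal) and 29 nM porcine relaxin (100%).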
* marks the source's active call; other numbers are inactive results; ? = inconclusive; · = not tested or not shown; [ ] = remark or other dose. Unless noted, calls follow the shape of the dose curve; as a rule, active = well fitted curve in the direction sought with a large enough effect; inconclusive = small, poorly fitted or top-dose-only effect, or another doubt; inactive = no such curve, though single readings can be large; an effect the other way counts as inactive or inconclusive. This is a subset; rates above refer to the full screens.

Compound,Anesthetic bind,D1 antag,RXFP1 antagonist,TRHR agonist,D1 PAM,D2 PAM,D1 agonist,TRHR PAM,RXFP1 ag
COC(=O)c1ccc(C2/C(=C(\O)c3cccc(OC)c3)C(=O)C(=O)N2CCCN2CCOCC2)cc1 (stereo not given),0.9%,4.1,-16.5,0.5,-7.4,-19.8,0.6,-1.8,8.4%
CC(=O)Nc1nc(SCC(=O)NCC2CCCO2)[nH]c(=O)c1NC(=O)c1cccs1 (stereo not given),-2.2%,15.9,-13.3,0.7,1.2,-4.6,1.7,2.1,2.2%
CCc1ccc(Nc2nnc(SCC(=O)c3c(N)n(C4CC4)c(=O)[nH]c3=O)s2)cc1,·,-7.0,4.6,0.1,·,2.7,6.1,4.2,2.6%
CCOc1ccc(NC(=O)CC2CC(C)(C)OC2=O)cc1 (stereo not given),-14.1%,-6.3,-1.2,0.3,1.0,2.7,1.2,4.7,0.9%
Cc1cccc(Cn2c(SCc3ccc(C(=O)NCc4ccccc4)cc3)nc3cccnc32)c1,3.5%,-22.3,-3.9,0.7,-3.8,·,8.7,6.5,3.9%
COc1ccc(NS(=O)(=O)c2cc(NC(=O)CCNC(C)=O)ccc2N2CCCCC2)cc1,·,12.1,-0.8,-0.4,-6.3,3.8,1.4,-2.0,1.3%
Cc1ccc(C)c(N2CCN(c3nc4ccc(Cl)cc4n4cnnc34)CC2)c1,-9.5%,-22.3,9.8,0.4,-2.3,0.9,2.0,-1.0,-0.6%
Cn1nc(OC(=O)Nc2ccc(F)cc2)cc1C(F)(F)F,-6.2%,-5.8,-2.8,0.5,3.0,18.6,4.4,3.5,-2.9%
O=C(C1CCCCC1)N1CCN(c2ncccn2)CC1,-1.2%,3.6,-9.9,-0.3,-1.5,-12.9,-0.4,-1.3,0.2%
CCOC(=O)c1oc2ccc(S(=O)(=O)N3CCC(C)CC3)cc2c1C,-2.4%,-10.8,15.5,1.0,-0.1,11.7,3.1,-14.7,0.3%
COc1cccc(NC(=O)CN(C)C(=O)C(C)Sc2ccccc2)c1 (stereo not given),·,14.2,-3.4,-0.2,0.7,8.1,1.0,0.2,-0.1%
Cc1ccc2c(c1)c1c(n2CC(O)Cn2c(C)nc3ccccc32)CCCC1 (stereo not given),-23.7%,1.4,·,0.2,6.5,-2.4,0.4,1.2,-0.7%

Reprinted at random: two compounds from above
Compound,Anesthetic bind,D1 antag,RXFP1 antagonist,TRHR agonist,D1 PAM,D2 PAM,D1 agonist,TRHR PAM,RXFP1 ag
COc1cccc(NC(=O)CN(C)C(=O)C(C)Sc2ccccc2)c1 (stereo not given),·,14.2,-3.4,-0.2,0.7,8.1,1.0,0.2,-0.1%
O=C(C1CCCCC1)N1CCN(c2ncccn2)CC1,-1.2%,3.6,-9.9,-0.3,-1.5,-12.9,-0.4,-1.3,0.2%

Next section:
Compound,Anesthetic bind,D1 antag,RXFP1 antagonist,TRHR agonist,D1 PAM,D2 PAM,D1 agonist,TRHR PAM,RXFP1 ag
CC1=NN(C(=O)COc2ccccc2)C(O)(c2cccnc2)C1 (stereo not given),-4.7%,0.2,-4.5,0.3,-2.4,17.4,0.5,0.9,-2.6%
Cc1ccccc1CCNC(=O)c1ccc(Cl)c(S(=O)(=O)N2CC(C)OC(C)C2)c1 (stereo not given),·,-14.5,-8.7,0.5,-7.7,13.4,1.1,2.0,-1.8%
CCCCC(=O)NC1=C(C(=O)OC)SCC1,-10.8%,-2.4,-6.6,0.4,-4.2,-9.1,0.6,1.2,-3.0%
O=S(=O)(Cc1ccccc1)Nc1ccc(S(=O)(=O)NCC2CCCO2)cc1 (stereo not given),-0.7%,-6.8,4.7,0.9,-4.0,-7.4,2.4,-1.3,0.7%
N#C/C(=C\c1ccco1)c1nc2ccccc2s1,-20.0%,10.1,-7.3,3.9,-4.8,1.2,4.9,-1.5,3.1%
COc1ccccc1N1CCN(C(=O)C(=O)c2cn(CC(=O)N3CCCC3)c3ccccc23)CC1,-22.3%,-9.1,-12.3,-0.1,1.2,-2.0,1.8,-4.9,-0.4%
Cc1ccc(NC(=O)C2CCN(S(=O)(=O)c3c(C)noc3/C=C/c3ccco3)CC2)nc1,-4.1%,6.3,-3.9,0.2,-6.8,6.9,10.5,4.0,-0.2%
CCOC(=O)c1cccc(NC(=O)c2cc3cc4ccc(C)cc4nc3s2)c1,-1.8%,-7.4,·,0.6,8.3,-4.3,-0.1,1.4,5.7%
Cc1ccc(C)c(S(=O)(=O)N2CCN(C(=O)Cn3c(=O)cnc4ccccc43)CC2)c1,·,0.1,-6.2,0.0,4.8,24.0,0.5,-3.1,-0.4%
O=C(NCCNC(=O)c1ccccc1F)c1ccco1,4.3%,-4.4,0.3,0.0,-1.1,6.5,2.6,-2.6,-0.5%
CCOC(=O)C1CCN(C(=O)c2ccccc2NC(=O)c2nsc3ccccc23)CC1,?,-27.1,-6.5,0.6,-2.0,15.9,0.5,-10.9,10.4%
Fc1ccc(-n2cc(-c3ccccc3)c3c(NCCc4ccccc4)ncnc32)cc1,33.0%[activator],28.4,-2.2,0.6,3.8,-12.6,-0.2,1.4,1.4%

A draw from above in order of length of the SMILES, rising.
Compound,Anesthetic bind,D1 antag,RXFP1 antagonist,TRHR agonist,D1 PAM,D2 PAM,D1 agonist,TRHR PAM,RXFP1 ag
Fc1ccc(-n2cc(-c3ccccc3)c3c(NCCc4ccccc4)ncnc32)cc1,33.0%[activator],28.4,-2.2,0.6,3.8,-12.6,-0.2,1.4,1.4%
CCOC(=O)C1CCN(C(=O)c2ccccc2NC(=O)c2nsc3ccccc23)CC1,?,-27.1,-6.5,0.6,-2.0,15.9,0.5,-10.9,10.4%
Cc1ccc(NC(=O)C2CCN(S(=O)(=O)c3c(C)noc3/C=C/c3ccco3)CC2)nc1,-4.1%,6.3,-3.9,0.2,-6.8,6.9,10.5,4.0,-0.2%

Structural class, the compounds so far containing an NH in an aromatic ring.
Compound,Anesthetic bind,D1 antag,RXFP1 antagonist,TRHR agonist,D1 PAM,D2 PAM,D1 agonist,TRHR PAM,RXFP1 ag
CC(=O)Nc1nc(SCC(=O)NCC2CCCO2)[nH]c(=O)c1NC(=O)c1cccs1 (stereo not given),-2.2%,15.9,-13.3,0.7,1.2,-4.6,1.7,2.1,2.2%
CCc1ccc(Nc2nnc(SCC(=O)c3c(N)n(C4CC4)c(=O)[nH]c3=O)s2)cc1,·,-7.0,4.6,0.1,·,2.7,6.1,4.2,2.6%

Next part.
Compound,Anesthetic bind,D1 antag,RXFP1 antagonist,TRHR agonist,D1 PAM,D2 PAM,D1 agonist,TRHR PAM,RXFP1 ag
COc1ccc(NC(=O)[C@H](C)NC(=O)[C@@H]2Cc3ccccc3CN2C(=O)OC(C)(C)C)cc1,-11.1%,6.4,-6.3,-0.6,4.7,-7.8,0.0,-3.5,-0.3%
COC(=O)c1ccccc1NC(=O)Nc1c(C)n(C)n(-c2ccccc2)c1=O,-15.8%,-16.9,8.4,-1.4,-5.5,-15.2,9.0,-4.2,-0.1%
Cn1c2ccccc2n2c(=O)c(=O)n(CC(=O)c3ccc(Cl)cc3)nc12,-10.2%,11.1,-17.0,-1.1,-5.7,-2.6,1.5,-6.5,2.9%
CC(=O)c1c(C)nn(CCC(=O)O)c1C,-6.0%,0.4,-5.3,0.4,-1.6,15.2,0.3,3.5,1.7%

Screening data from PubChem.
